Screening results as filed in PubChem BioAssay.
TPT1 inhibitor: C. albicans TPT1 enzyme inhibition. recombinant caTPT1, FP RNA substrate dephosphorylation. inhibition, % at 5 µM. actives 0.81% (n = 300,000). AID 1962;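 active = inhibition above the mean of all tested compounds plus 3 SD, set per screening campaign, cut at about 24% in these data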;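 also: plate controls were DMSO alone for no effect and ferristatin control at 100 nM for full effect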
PP5 primary: blocks human protein phosphatase 5 activity; actives 0.18% (n = 320,000); inhibition, % at 6.7 µM; AID 1987; purified PP5c, OMFP substrate fluorescence; P53041;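 active = inhibition above the campaign's mean inhibition across all tested compounds plus 3 SD, cut at about 9.5% in these data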;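 also: 0% = DMSO only and 100% = 100 µM cantharidin control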
JMJD2C inh: inhibitors of human GASC-1 (JMJD2C) demethylase; Q9H3R0; GST-JMJD2C(1-420) H3K9me3 demethylation, DELFIA europium; inhibition, % at 2.35 µM; actives 0.069% (n = 330,000); AID 2099;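 active = more than half of a compound's replicate wells show inhibition beyond 50%, single wells judged on their own value; inconclusive = some, but no more than half, of replicates pass 50% inhibition; inactive = no replicate passes 50% inhibition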;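 also: signal counts dimethyl H3K9 product captured on neutravidin plate; 0% = median of DMSO wells and 100% = 0.3 times that DMSO median; strong numbers were not always called active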
Target sequence (Q9H3R0 1-420 limits assumed): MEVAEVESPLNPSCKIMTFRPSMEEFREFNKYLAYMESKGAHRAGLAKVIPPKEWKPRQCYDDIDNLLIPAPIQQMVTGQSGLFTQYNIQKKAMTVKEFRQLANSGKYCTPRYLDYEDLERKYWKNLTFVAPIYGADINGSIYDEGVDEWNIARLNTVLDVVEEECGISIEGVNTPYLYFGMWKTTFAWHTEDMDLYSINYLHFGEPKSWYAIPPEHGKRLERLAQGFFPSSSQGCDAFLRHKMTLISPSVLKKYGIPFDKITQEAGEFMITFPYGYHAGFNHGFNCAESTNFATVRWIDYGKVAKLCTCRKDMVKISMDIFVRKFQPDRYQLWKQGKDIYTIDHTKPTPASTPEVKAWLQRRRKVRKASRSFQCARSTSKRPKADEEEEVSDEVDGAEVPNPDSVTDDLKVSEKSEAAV
LYPLA2 inh: blocks human lysophospholipase 2, a PME1 counter-screen. O95372. recombinant LYPLA2, FP-Rh probe fluorescence polarization. inhibition, % at 5.9 µM. AID 2177. actives 0.38% (n = 320,000);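 active = inhibition above the screen-wide mean plus 3 SD, limit set per campaign, cut at about 26% in these data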;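 also: 0% = LYPLA2 with DMSO and 100% = wells lacking LYPLA2 enzyme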
PREPL inh: inhibits the human prolyl oligopeptidase-like enzyme. actives 0.68% (n = 320,000). inhibition, % at 5.96 µM. Q4J6C6. recombinant PREPL, fluorescence polarization activity-based probe; in the data active = inhibition above about 43%;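 also: 0% = enzyme with DMSO and 100% = wells lacking enzyme; many of its hits are not listed in these tables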
core dimer inh: HCV core protein dimerization inhibition; AID 1899; actives 0.33% (n = 300,000); TR-FRET GST/Flag-core106 dimerization, 1536-well; inhibition, % at 5 µM;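 active = inhibition above the mean of all tested compounds plus 3 SD, set per screening campaign, cut at about 45% in these data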
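Assay system: Tagged HCV core106 pair (GST and Flag) | Buffer or medium: KF-containing HEPES buffer, pH 7.45, DTT, CHAPS, BSA | Also added: Eu donor and XL665 acceptor anti-tag antibodies | Dosing: One concentration, 5 µM, in 0.5% DMSO | Timing: 4 h at 22.5 °C | Technique: TR-FRET 671 and 617 nm emission | Repeats: Singlicate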
PP1 inh: blocks human PP1-alpha phosphatase, a PP5 counter-screen; purified PP1alpha, OMFP fluorescence; inhibition, % at 6.7 µM; actives 0.9% (n = 320,000); AID 2235;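 active = inhibition above the mean inhibition of all tested compounds plus 3 SD, computed separately for each screening campaign, cut at about 15% in these data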
Target sequence (P62136 whole entry, looked up): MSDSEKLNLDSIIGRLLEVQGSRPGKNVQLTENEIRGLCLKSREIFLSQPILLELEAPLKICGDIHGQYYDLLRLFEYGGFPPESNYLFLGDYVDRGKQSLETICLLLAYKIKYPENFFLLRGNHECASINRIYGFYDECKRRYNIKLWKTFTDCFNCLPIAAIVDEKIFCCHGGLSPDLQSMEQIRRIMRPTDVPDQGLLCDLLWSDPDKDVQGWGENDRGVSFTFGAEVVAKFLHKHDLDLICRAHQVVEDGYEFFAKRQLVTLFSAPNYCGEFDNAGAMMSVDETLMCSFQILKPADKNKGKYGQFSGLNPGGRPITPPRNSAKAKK
Efflux pump mplx: inhibitors of Candida antifungal efflux pumps expressed in yeast; inhibition, % at 10 µM; AID 485275; S. cerevisiae Candida pump triplex, Nile Red efflux; actives 0.44% (n = 330,000);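 active = plate passing quality check with inhibition over a set limit, or well fluorescence over plate mean plus 4 SD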;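 also: Nile Red retained in pooled yeast measured as flow cytometry median fluorescence; 0% = buffer negative control and 100% = Enniatin B positive control; higher means more Nile Red kept so more efflux inhibition; some compounds called inactive have numbers as strong as hits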
Fh CTSL1 inh: counter-screen for PFM18AAP inhibitors: inhibitors of F. hepatica cathepsin L1 | actives 0.49% (n = 300,000) | recombinant F. hepatica cathepsin L1, Z-Leu-Arg-MCA fluorescence | inhibition, % at 5.96 µM;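 active = inhibition above the mean of all tested compounds plus 3 SD, set per screening campaign, cut at about 17% in these data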;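 also: 0% = plate median of test compound wells and 100% = 1 µM Z-Phe-Ala-diazomethylketone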
The depositor's hits bear a star; ? = inconclusive; . = no result given; & = joins results of further samples. Only part of the results is shown (hit frequency here may not be typical).

SMILES	TPT1 inhibitor	PP5 primary	JMJD2C inh	LYPLA2 inh	PREPL inh	core dimer inh	PP1 inh	Efflux pump mplx	Fh CTSL1 inh
CN(Cc1ccccc1Br)C(=O)CN1C(=O)NC2(CCCCCC2)C1=O	.	2.0	-0.3	5.1	-1.1	.	-3.4	-0.1	.
CCc1noc(C)c1C(=O)N1CCN(S(=O)(=O)c2ccc(C)cc2)CC1	0.1	0.0	?	-1.2	5.6	-4.9	-3.5	-0.1	-2.5
COc1ccc(-c2[nH]ncc2CN(C)Cc2cccnc2)c(OC)c1	-2.0	-0.7	-3.4	0.3	2.4	0.8	-4.5	0.0	1.1
CCc1cc(=O)oc2c3c(cc(OCC(=O)Nc4cccnc4)c12)OC(C)(C)CC3	0.3	3.0	-0.2	7.6	-14.7	3.4	11.6	-0.1	4.5
COc1ccc(C(=O)O)cc1NC(=S)NC(=O)/C=C/c1ccc(C(C)C)cc1	-1.4	4.0	4.5	-7.0	-45.1	13.1	14.5	0.0	-0.3
COc1ccc(OCC(O)CNC(=O)c2sccc2Cl)cc1 (configuration not stated)	-3.1	-1.9	-1.4	0.5	-4.5	-2.8	1.0	0.0	-0.4
O=C(/C=C/c1ccc(O)c(O)c1)O[C@@H]1C[C@](O)(C(=O)O)C[C@@H](O)[C@H]1O	3.2&4.3	2.0&0.6	?	5.0&5.2	-3.0&-16.2	-9.5&-8.0	-1.9&-1.0	0.0&0.0	2.0&1.0
COc1cc2nc(CN(CCC(C)C)Cc3nc4cc(OC)c(OC)cc4c(=O)[nH]3)[nH]c(=O)c2cc1OC	-3.8	3.1	-3.1	-0.4	0.3	-2.7	-4.0	0.0	1.3
CC(C)CC(=O)NC(=S)Nc1ccc(S(=O)(=O)N2CCN(C)CC2)cc1	-0.9	-1.3	2.7	9.2	-1.2	-0.1	0.7	0.1	-3.4
NNC(=S)NCc1ccc2c(c1)OCO2	3.3	1.8	3.7	-8.9	-7.5	-0.7	-2.0	-0.1	0.7
O=C(NC12CC3CC(CC(C3)C1)C2)c1cnccn1	-14.2	-0.8	-6.8	-12.9	-0.9	-7.1	0.5	0.1	0.8
O=c1c2cc(-c3ccccc3)sc2nc2n1N=C(c1cccs1)CS2	1.9	0.9	12.3	-7.6	10.4	8.8	-9.0	0.0	1.2
CC(=O)c1ccc(S(=O)(=O)N2CCN(C(=O)CN3C(=O)NC4(CCCC4)C3=O)CC2)cc1	3.7	-1.8	-2.9	0.9	4.5	-2.9	0.3	0.2	0.5
CCOc1ncccc1C(=O)Nc1cccc(C(=O)Nc2cccc(S(=O)(=O)CCO)c2)c1	1.3	2.6	-6.8	-2.6	-2.6	1.6	-0.3	0.1	-1.5
Cc1nc2ccc(NC(=O)Cc3ccc4c(c3)OCCO4)cc2s1	-2.4	0.6	3.7	-3.5	-1.7	5.1	-0.2	8.2*	1.2
COc1ccc(CNC(=O)CN(C(=O)CCC(=O)Nc2ccccn2)c2cccc(C)c2C)cc1	2.8	-0.2	2.5	0.7	-5.6	3.2	0.9	-0.1	3.7
Cc1cc(C(=O)N/N=C/c2ccccn2)c2ccccc2n1	-0.7	-0.7	14.9	-2.2	1.3	9.3	-3.4	0.0	0.8
CSc1ccc(/C=C/c2cc(=O)c3ccccc3[nH]2)cc1	-14.0	-1.8	0.1	-1.8	-0.6	-10.0	-1.1	0.1	4.2
Cc1cccc2cc(CN(CCCN3CCOCC3)Cc3nnnn3C(C)(C)C)c(=O)[nH]c12	-2.0	0.2	7.7	-1.1	12.8	7.0	-1.8	0.1	1.5
O=C(c1ccccc1Cl)N1CCC(O)(c2cccnc2)CC1	-2.1	1.1	1.8	-1.2	-1.9	-2.0	-1.9	0.3	2.3
O=C(Nc1nnc(C2CCCC2)s1)C1CCC1	2.9	2.3	0.7	3.0	7.0	-10.9	-2.7	0.0	-2.2
O=C(CSCc1ccc(Cl)cc1)Nc1ccc(S(=O)(=O)N2CCOCC2)cc1	2.9	2.6	-6.7	3.9	1.8	-2.7	2.4	0.1	-4.8
Cc1cc(CN(C)C(=O)CC2C(=O)NCCN2Cc2c(F)cccc2Cl)on1 (configuration not stated)	-0.9	0.1	0.7	4.0	0.4	0.9	-3.5	-0.1	-4.8
Cc1cccc(C(=O)OC(C)C(=O)NC2CCCc3ccccc32)c1O (configuration not stated)	1.0	4.1	-2.7	-4.4	-22.9	-6.2	-8.4	0.1	-0.3
CN(Cc1ccccc1)Cc1nc2c(c(=O)n(C)c(=O)n2C)n1Cc1ccc(Cl)cc1	-1.9	-1.0	-2.9	-7.9	-3.7	-3.0	-2.8	0.2	-1.0

More records follow.
SMILES	TPT1 inhibitor	PP5 primary	JMJD2C inh	LYPLA2 inh	PREPL inh	core dimer inh	PP1 inh	Efflux pump mplx	Fh CTSL1 inh
CC(=O)Nc1ccc(C(=O)Nc2cc(C(F)(F)F)ccc2-n2cnc3ccccc32)cc1	-1.1	2.2	-1.2	-4.1	-3.4	-3.6	-2.3	0.0	-1.8
COc1ccccc1CCC(=O)NNC(=O)c1ccccc1	0.8	1.5	13.0	-4.4	-7.7	5.2	-2.1	-0.1	1.2
COC(=O)Cn1c(=NC(=O)c2nc3ccccc3s2)sc2cc(S(C)(=O)=O)ccc21	1.8	-1.0	-6.8	-2.9	2.7	6.6	0.4	-0.2	2.2
COC(=O)c1ccc(C2=NOC(C)(c3sc(-c4ccccc4)nc3C)C2)cc1 (configuration not stated)	-0.6	4.4	5.8	-3.4	-8.7	8.1	2.4	0.2	1.8
Cc1ccc(C)c(OCC(=O)Nc2ccc(S(=O)(=O)Nc3ccccn3)cc2)c1	-1.1	-3.4	-2.9	-0.7	-4.2	6.5	2.5	-0.3	2.9
Cc1cc([N+](=O)[O-])nn1Cc1ccccc1F	2.3	0.6	-3.2	-5.7	-13.4	-1.7	-1.6	0.0	-3.2
CCN(CC)c1ccc(S(=O)(=O)N2CCOCC2)cc1NC(=O)CSc1n[nH]c(N)n1	6.9	-0.1	-12.1	-7.7	14.5	0.2	-0.1	0.2	-0.2
COC1=C(Nc2ccc(OC)cc2)C(=O)c2ccccc2C1=O	0.3	2.8	11.0	12.7	17.6	-56.6	-1.6	-0.9	-4.5
Cc1ccc(Cn2ccc(NC(=O)c3cc(CC(C)C)on3)n2)cc1	-3.7	3.8	-2.0	4.7	15.0	-2.8	2.5	0.0	-0.1
CC1=NN(C(=O)COc2ccccc2)C(O)(c2ccccc2)C1 (configuration not stated)	1.1	-0.3	-5.9	-5.2	1.3	1.7	-1.2	0.0	0.2
O=C(c1ccc2snnc2c1)N1CCCCC1	-5.7	-0.3	-33.4	7.3	-0.3	-2.0	-5.1	-0.1	-2.5
CCCNC(=O)c1ccc(N2CCC3(CC2)CC(c2ccccc2)=NO3)c(NC(=O)Cc2ccc(F)cc2)c1	-1.6	2.9	-5.1	4.3	34.9	21.7	6.2	0.1	-3.3
CC(=O)CC1(O)C(=O)N(CN2CCN(c3ccccc3)CC2)c2ccccc21 (configuration not stated)	1.2	-1.5	2.5	-6.9	6.6	1.6	0.6	-0.1	0.2
Cc1ccc(-c2cc(C(=O)N/N=C/C=C/c3ccccc3)n[nH]2)s1	-5.6	7.6	6.4	-58.8	9.7	-4.0	15.4*	-0.2	1.2
O=C(O)C1(P(=O)(c2ccc(Cl)cc2)c2ccc(Cl)cc2)CC1	-6.1	3.1	-3.5	4.8	0.1	1.5	-2.6	-0.1	-1.8
COc1ccc(NC(=O)c2ccccn2)cc1S(=O)(=O)N1CCOCC1	2.9	0.9	-9.7	-2.8	4.2	-0.4	0.1	0.3	-0.5
COc1cc2c(cc1NC(=O)C(C)N1CCN(S(=O)(=O)c3ccc(C)c(C)c3)CC1)oc1ccccc12 (configuration not stated)	0.3	-2.6	-3.0	1.2	18.7	8.1	-1.6	0.0	-2.1
CC1=CC(C)(C)N(C(=O)CSc2ncn[nH]2)c2ccccc21	-3.4	2.1	-7.9	4.7	-1.1	-2.6	-5.1	0.0	-4.2
CCCCCC1CC(=O)N(Cc2ccc(Cl)cc2)C(=O)N1 (configuration not stated)	-1.2	2.2	4.0	1.1	-13.4	1.1	1.9	0.0	0.7
Cc1cc(N=Nc2ccc3ccccc3c2)ccc1O	-0.5	2.7	5.5	-8.1	6.1	-8.2	1.8	0.1	1.6
O=C1Nc2ccccc2C12OCCCCO2	-2.0	1.6	-6.7	5.9	-11.0	-8.3	0.7	0.1	0.5

Profiles from above. Order of values: TPT1 inhibitor, PP5 primary, JMJD2C inh, LYPLA2 inh, PREPL inh, core dimer inh, PP1 inh, Efflux pump mplx, Fh CTSL1 inh
Cc1ccc(C)c(OCC(=O)Nc2ccc(S(=O)(=O)Nc3ccccn3)cc2)c1 across the screens: -1.1, -3.4, -2.9, -0.7, -4.2, 6.5, 2.5, -0.3, 2.9
CCCNC(=O)c1ccc(N2CCC3(CC2)CC(c2ccccc2)=NO3)c(NC(=O)Cc2ccc(F)cc2)c1 across the screens: -1.6, 2.9, -5.1, 4.3, 34.9, 21.7, 6.2, 0.1, -3.3
CCN(CC)c1ccc(S(=O)(=O)N2CCOCC2)cc1NC(=O)CSc1n[nH]c(N)n1 across the screens: 6.9, -0.1, -12.1, -7.7, 14.5, 0.2, -0.1, 0.2, -0.2
O=C(O)C1(P(=O)(c2ccc(Cl)cc2)c2ccc(Cl)cc2)CC1 across the screens: -6.1, 3.1, -3.5, 4.8, 0.1, 1.5, -2.6, -0.1, -1.8
COC1=C(Nc2ccc(OC)cc2)C(=O)c2ccccc2C1=O across the screens: 0.3, 2.8, 11.0, 12.7, 17.6, -56.6, -1.6, -0.9, -4.5
